# High-throughput results as filed in PubChem BioAssay.
# RT RNaseH block: inhibitors of HIV-1 reverse transcriptase RNase H; P04585; actives 1.9% (n = 65,000); RT-RNase H RNA/DNA duplex cleavage, fluorescence; inhibition, % at 10 µM; in the data active = inhibition above about 50%
# RmlCD inh mix: inhibitors of RmlC and RmlD coupled enzymes; AID 1532; RmlC/RmlD coupled enzyme inhibition, 384-well mixture HTS; actives 0.39% (n = 110,000); inhibition, % at 5.5 µM; in the data active = inhibition above about 30%, passing the limit was not always enough; inconclusive = no clear call, values can overlap the other calls; also: strong numbers were not always called active
# The depositor's hits bear a star; ? = inconclusive; . = no result given. These rows are one share of the data; count on the stated rates, not on these rows.
SMILES,RT RNaseH block,RmlCD inh mix
O=c1c2cc(F)ccc2[nH]c(=S)n1CCCN1CCOCC1,.,-10
CCOC(=O)C1=C(CSc2nccn2C)NC(=O)NC1c1cc(C)ccc1C (stereo not given),.,6
Cc1ccc2c(c1)NC(=O)C(CC(=O)NCCN(CC(C)C)CC(C)C)O2 (stereo not given),4,-1
CN(C)S(=O)(=O)c1ccc2[nH]cc(/C=C/c3nc4ccccc4c(=O)n3-c3ccccc3)c2c1,.,-10
Cc1ccc(C(=O)OCC(=O)Nc2ncc(C(F)(F)F)cc2Cl)cc1NC(=O)c1ccco1,.,-6
Cc1sc2ncnc(Oc3ccc(-n4ccnc4)cc3)c2c1C,-49,5
COC(=O)COc1ccc(S(=O)(=O)NCc2cccnc2)cc1,-5,-16
COc1ccccc1C(=O)NC(=Nc1nc2ccccc2o1)NC(=O)c1ccccc1OC,14,10
c1ccc2c(c1)NC(CN1CCOCC1)CO2 (stereo not given),-5,3
CN1CCN(S(=O)(=O)c2ccc3c4c(cccc24)C(=O)N3)CC1,-11,15
CC(C)(C)NC(=O)NC(=O)COC(=O)c1cc(=O)[nH]c2ccccc12,.,-19
Cc1c2cnn(-c3ccccc3)c(=O)c2c(C)n1CCCC(=O)N1CCN(C)CC1,-1,7
COc1cc(Cl)cc(NC(=O)CCN2CCN(C)CC2)c1,-1,-4
COc1ccc(OC)c(S(=O)(=O)N2CCC(C(=O)Nc3cccc(C)c3)CC2)c1,.,16
O=C(Nc1nnc(C(F)(F)F)s1)c1ccc(N2C(=O)C3C4C=CC(C4)C3C2=O)cc1 (stereo not given),.,-9
COc1cc(OC)cc(C(C)=O)c1,-6,6
CC1=C(C(N)=O)C(c2ccc3c(c2)OCO3)n2nc(-c3cccc(C)c3)nc2N1 (stereo not given),0,-31
CCOC(=O)CSc1nnc([C@H](Cc2ccccc2)NC(=O)OC(C)(C)C)o1,2,18
Cc1csc(NC(=O)c2cc3c(s2)-c2ccccc2OC3)n1,40,-9
CC(C(=O)c1ccccc1)n1c(N2CCOCC2)nc2c1c(=O)n(C)c(=O)n2C (stereo not given),4,3

# Already shown: an excerpt of the list.
SMILES,RT RNaseH block,RmlCD inh mix
O=c1c2cc(F)ccc2[nH]c(=S)n1CCCN1CCOCC1,.,-10
CCOC(=O)C1=C(CSc2nccn2C)NC(=O)NC1c1cc(C)ccc1C (stereo not given),.,6
Cc1ccc2c(c1)NC(=O)C(CC(=O)NCCN(CC(C)C)CC(C)C)O2 (stereo not given),4,-1
CN(C)S(=O)(=O)c1ccc2[nH]cc(/C=C/c3nc4ccccc4c(=O)n3-c3ccccc3)c2c1,.,-10
Cc1ccc(C(=O)OCC(=O)Nc2ncc(C(F)(F)F)cc2Cl)cc1NC(=O)c1ccco1,.,-6
Cc1sc2ncnc(Oc3ccc(-n4ccnc4)cc3)c2c1C,-49,5
COC(=O)COc1ccc(S(=O)(=O)NCc2cccnc2)cc1,-5,-16
COc1ccccc1C(=O)NC(=Nc1nc2ccccc2o1)NC(=O)c1ccccc1OC,14,10
c1ccc2c(c1)NC(CN1CCOCC1)CO2 (stereo not given),-5,3
CN1CCN(S(=O)(=O)c2ccc3c4c(cccc24)C(=O)N3)CC1,-11,15
CC(C)(C)NC(=O)NC(=O)COC(=O)c1cc(=O)[nH]c2ccccc12,.,-19
Cc1c2cnn(-c3ccccc3)c(=O)c2c(C)n1CCCC(=O)N1CCN(C)CC1,-1,7
COc1cc(Cl)cc(NC(=O)CCN2CCN(C)CC2)c1,-1,-4
COc1ccc(OC)c(S(=O)(=O)N2CCC(C(=O)Nc3cccc(C)c3)CC2)c1,.,16
O=C(Nc1nnc(C(F)(F)F)s1)c1ccc(N2C(=O)C3C4C=CC(C4)C3C2=O)cc1 (stereo not given),.,-9
COc1cc(OC)cc(C(C)=O)c1,-6,6
CC1=C(C(N)=O)C(c2ccc3c(c2)OCO3)n2nc(-c3cccc(C)c3)nc2N1 (stereo not given),0,-31
CCOC(=O)CSc1nnc([C@H](Cc2ccccc2)NC(=O)OC(C)(C)C)o1,2,18
Cc1csc(NC(=O)c2cc3c(s2)-c2ccccc2OC3)n1,40,-9

# Reprinted at random: two records from the list.
SMILES,RT RNaseH block,RmlCD inh mix
CN1CCN(S(=O)(=O)c2ccc3c4c(cccc24)C(=O)N3)CC1,-11,15
COC(=O)COc1ccc(S(=O)(=O)NCc2cccnc2)cc1,-5,-16

# Following part
SMILES,RT RNaseH block,RmlCD inh mix
CCOC(=O)[C@@H]1[C@H]2COc3ccccc3[C@@H]2N2C(=O)N(c3ccc(F)cc3)C(=O)[C@]12C,.,-14
C=CCn1c(COc2ccccc2)nnc1SC(C)C(=O)N/N=C/c1cc(Cl)ccc1O (stereo not given),.,-4
CCS(=O)(=O)N1Cc2ccccc2CC1C(=O)OCC(=O)Nc1ccc(C)cc1 (stereo not given),11,4
COc1ccc(OC)c(S(=O)(=O)N2CCN(c3ccccn3)CC2)c1,.,5
COc1ccc(CC(=O)NNC(=O)c2ccc(SCc3cc(F)ccc3F)c([N+](=O)[O-])c2)cc1,.,-1
O=C(NCc1ccncc1)C1COc2ccccc2O1 (stereo not given),.,-14
CC(=O)Nc1ccc(S(=O)(=O)NC(=O)C23CC4CC(CC(C4)C2)C3)cc1,-1,-10
CCn1c(C(O)c2ccc3c(c2)OCO3)nc2ccccc21 (stereo not given),-4,9
CC(=O)c1cccc(NC(=O)Cc2cccs2)c1,17,6
CCOc1ccc(NC2=NC(C)(C)N=C(N)N2)cc1,-9,-16
CC1=CCC(C(=O)N/N=C/c2cccs2)C(c2ccc(F)cc2)C1 (stereo not given),.,-10
CCC(=O)c1cc2c(cc1NC(=O)C(C)C)OCCO2,-16,8
COc1ccc(C(CNC(=O)c2cccnc2SC)N2CCOCC2)cc1 (stereo not given),-2,8
COc1ccc(N2CCN(CCNS(=O)(=O)c3cccc4nsnc34)CC2)cc1,-30,-8
C=CCn1c(SCC(=O)Nc2cc(OC)c(NC(=O)c3ccco3)cc2OC)nnc1-c1ccncc1,.,-7
COc1cc(/C=C(/NC(=O)c2ccccc2Cl)C(=O)O)cc(OC)c1OC,.,?
C[C@]12CC[C@H](O)CC1=CC[C@@H]1[C@@H]2CC[C@@]2(C)[C@H]1CC[C@]2(C)O,.,-9
Cc1ccc2[nH]c(=O)c(CN(Cc3ccco3)S(=O)(=O)c3c(C)ccc4nsnc34)cc2c1,-8,10
O=C(NCC(=O)N(Cc1cccs1)C(C(=O)NC1CCCC1)c1ccco1)c1cccs1 (stereo not given),1,-16
CCN(CC)S(=O)(=O)c1ccc(C(=O)NCc2nnc(SCC(=O)OC)n2C)cc1,1,-7
COCCNC(=O)CN(C(=O)CCC(=O)Nc1cc(C)on1)c1ccccc1C,2,-10
COc1ccc(OC)c(NC(=O)C(Sc2ccccc2)c2ccccc2)c1 (stereo not given),.,-17
COc1ccc(CN(C(=O)c2cc3ccccc3oc2=O)C2CCCCC2)cc1OC,.,11
CCc1c(C)c2ccc(O)c(CN(C)C)c2oc1=O,-9,131*
CN(C)S(=O)(=O)c1ccc(C(=O)Nc2ccccc2F)cc1,.,-37
CC1=CC(=O)C=C(C)C1=NOS(=O)(=O)c1ccccc1,.,-16
CCCn1c(C(O)c2ccc(OCC)cc2)nc2ccccc21 (stereo not given),-7,0
CCOC(=O)CCS(=O)(=O)c1ccc(-c2ccc(S(=O)(=O)CCC(=O)OCC)cc2)cc1,.,4
O=c1[nH]cnc2nn(-c3ccccc3)nc12,-18,-17
Cc1ccc(Cl)cc1N1CCN(Cc2nnnn2C2CCCCC2)CC1,-16,-17
CCn1c(-c2cc3ccccc3cc2O)n[nH]c1=S,.,-2
COC(=O)CNC(=O)C(NC(=O)c1ccc(Cl)cc1)C(C)C (stereo not given),.,6
O=C(C1CCCCC1)N(Cc1nc2sc3c(c2c(=O)[nH]1)CCCC3)Cc1cccs1,2,48
COc1ccccc1CNC(=O)COC(=O)C1=COCCO1,-1,6
CCC(=O)c1cccc2c1N=CC1=C(CC(C)(C)CC1=O)N2,-28,-113
COc1ccc2c(c1)CC/C(=C\c1ccc(OC)c(Cn3cccn3)c1)C2=O,.,3
CC1CN(CC(O)COc2ccc(C(=O)c3ccccc3)cc2)CC(C)O1 (stereo not given),34,-11
CCN(CC)S(=O)(=O)c1cc(C(=O)NC2CCCCC2)ccc1C,2,-6
O=c1c2ccccc2c(/C=N/n2cnnc2)c(O)n1-c1ccccc1,4,-4
CCCCCN(C(=O)NC(=O)Nc1ccccc1OC)S(C)(=O)=O,11,10
Clc1ccc2c(c1)-c1nnc(Br)n1-c1ccccc1S2,.,-28
CC(C)N1C(=O)/C(=C/C=C/c2ccco2)C(=O)N(Cc2ccco2)C1=O,.,12
NC(=O)C1C(c2ccccc2)=C1c1ccccc1,-12,5
Cn1c(CSCc2ccc(Cl)cc2)nnc1SCC(=O)Nc1nccs1,.,5
CN(Cc1nc2ccccc2c(=O)[nH]1)CC(O)COCc1ccco1 (stereo not given),-19,-2
O=C(Nc1cccc2nsnc12)c1ccc(F)cc1,-2,-24
COc1ccc(S(=O)(=O)N(C)CC(=O)NCc2cccnc2)cc1,0,12
CCOC(=O)C(NCc1ccc(F)cc1)(NC(=O)c1ccccc1)C(F)(F)F (stereo not given),.,-2
Fc1ccc(Cn2nnc(-c3ccc(CN4CCOCC4)cc3)n2)cc1,-18,1
CC(C)NC(=O)Cn1cnc2c1c(=O)n(C)c(=O)n2C,0,-12
Cc1c(NC(=O)CCCCCN2C(=O)C3C4C=CC(C4)C3C2=O)c(=O)n(-c2ccccc2)n1C (stereo not given),-3,4
C/C(Cl)=C/CC1(CN2CCCC2=O)C(=O)NC(=O)NC1=O,-11,.
C=C1N2CCC(CC2)C1(O)c1ccc(C)cc1 (stereo not given),.,-11
Cc1ccc2cc(C#N)c(N3CCCN(S(=O)(=O)c4ccccc4)CC3)nc2c1C,.,36
O=C(Cn1ccc2ccccc2c1=O)NCCC(=O)N1CCN(c2cccc(Cl)c2)CC1,.,-10
Cc1ccc(C(=O)NNc2nc3ccccc3nc2C(F)(F)F)cc1,.,-4
CCN(CC)CCn1c(=S)[nH]c2cc3c(cc2c1=O)OCO3,-8,-2
CCc1ccc(CNC(=O)CCc2nc(-c3cccs3)no2)cc1,.,8
COCC(=O)N1CCCN(c2nc3c(C)cccc3cc2C#N)CC1,.,3
CCC1Oc2ccc(C)cc2N(CC(=O)NCCc2ccc(OC)c(OC)c2)C1=O (stereo not given),-15,9

# Following part.
SMILES,RT RNaseH block,RmlCD inh mix
O=C(Oc1ccc(-c2cnc3ccccc3n2)cc1)c1ccc(Br)o1,.,-9
CCOC(=O)c1oc2ccccc2c1NC(=O)COc1cccc(OC)c1,13,21
CCOC(=O)C1CCCN(c2c(C(=O)c3ccccc3)cnc3ccc(OC)cc23)C1 (stereo not given),.,-7
CCn1c(=N)n(CC(O)c2ccco2)c2ccccc21 (stereo not given),-3,-10
O=C(O)c1cc(Cl)c(Cl)cc1C(=O)N1CCCC1,3,-8
CC(=O)Oc1cc2oc(=O)c3c(c2cc1Cl)CCC3,-12,.
Cc1ccnc(N2CCC(C(=O)Nc3ccc(Oc4ccccc4)cc3)CC2)n1,4,.
N#CC1=C(N)Oc2cc3ccccc3cc2C1c1cccs1 (stereo not given),.,14
CC(=NC(C)C)C1=C(O)CCC1=O,-6,.
O=C(NCCc1c[nH]c2ccccc12)C1CCC(Cn2c(=S)[nH]c3ccccc3c2=O)CC1 (stereo not given),.,-116
Cn1nccc1C(=O)N1CCN(c2ccc(F)cc2)CC1,.,100
c1ccc(-c2nc3cc(Oc4ccc5oc(-c6ccccn6)nc5c4)ccc3o2)nc1,-10,.
CN(C(=O)c1cccc(N2C(=O)C3CC=CCC3C2=O)c1)C1CCCCC1 (stereo not given),-3,-6
CN1CCc2nc(NC(=O)c3cccc(OC(F)F)c3)sc2C1,.,-10
O=C(O)C1CCCN1S(=O)(=O)c1cc(Cl)ccc1Cl (stereo not given),-3,11
CC(C)OC(=O)/C(=C\C=C\c1ccccc1)NC(=O)c1ccccc1,.,-5
c1ccc(NC2=Nc3ccccc3CC2)cc1,.,19
CN(C(=O)CCc1nc2ccccc2s1)c1ccccc1,.,8
CCOC(=O)c1cnc(-n2nc(C)cc2C)nc1NCc1ccccc1,-9,4
O=C(Nc1ccc(Cl)cn1)c1cc2ccccc2o1,-11,4
COc1cccc(-c2nc(CS(=O)CC(=O)NCc3ccccc3)c(C)o2)c1 (stereo not given),-6,-6
CCc1ccccc1NC(=O)CN(C)Cc1nc(N)nc(Nc2ccccc2C)n1,2,.
CC(C)OC(=O)c1nn2c(C(F)(F)F)cc(-c3ccc(Br)o3)nc2c1Br,66*,-4
COc1ccc(OC)c(Nc2nc(-c3sc(C)nc3C)cs2)c1,-27,10
Cc1cccc(OCC(=O)OCC(=O)c2c(N)n(C)c(=O)n(C)c2=O)c1,-2,4
CCS(=O)CCSC(=N)N (stereo not given),.,3
O=C(OCc1nc2ccccc2s1)c1cnccn1,0,-16
CCOC(=O)c1cnc(SC)nc1Oc1cccc(NS(=O)(=O)c2ccc(Cl)cc2)c1,.,2
O=C(CN1CCN(c2ccc(Cl)cc2)CC1)N1CCCC1,.,-6
Fc1ccc(CN2CCN3CCCC3C2C2CCCCC2)cc1F (stereo not given),.,7
C/C(=N\n1nnnc1Nc1ccccc1)c1ccc(N)cc1,-14,-67
O=C(OCC(=O)N1CCCC1)c1cccs1,-6,-8
CC(C)(C)NC(=O)CSc1ccc(C(C)(C)C)cc1,.,-33
CCOC(=O)c1ccc(NC2c3ccccc3C(=O)N2c2ccc(C)cn2)cc1 (stereo not given),.,4
CCOc1ccc(OCC)c(-c2c(=O)n(OCc3ccc(Cl)cc3)c3ccccc3[n+]2[O-])c1,.,-7
CCn1c(CC(=O)Nc2ccc(C)cc2)nnc1SCC(=O)NCc1ccccc1,3,-3
CCC(=O)NCCc1nc2ccccc2[nH]1,.,-11
COc1ccc(S(=O)(=O)NCCC(=O)NCc2ccccc2)cc1,-4,-9
